# SRC1 inh = SRC1 coactivator transcriptional activity inhibitors, primary screen, cell-based, luminescence. inhibition, % at 3.6 µM. HEK293 GAL4-SRC1 luciferase reporter. Nuclear receptor coactivator 1 (Homo sapiens), Q15788. 360,000 tested, 0.12% active;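 active means inhibition above the campaign mean plus 3 SD, with each screening campaign given its own cutoff, cut at about 60% in these data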;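 further: 0% = DMSO treated cells and 100% = gossypol at 36 µM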
# SRC3 inh = SRC3 coactivator transcriptional activity inhibitors, primary screen, cell-based, luminescence; Nuclear receptor coactivator 3 (Homo sapiens), Q9Y6Q9; HEK293 GAL4-SRC3 luciferase reporter; inhibition, % at 3.6 µM; 360,000 tested, 0.17% active; AID 588352, 2011;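 active means inhibition above a per-campaign cutoff, the mean of all compounds plus 3 SD, cut at about 60% in these data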;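 further: 0% = DMSO-treated cells and 100% = gossypol-treated cells at 36 µM; higher means less SRC3-driven luciferase light from the GAL4 reporter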
# Target sequence (Q9Y6Q9 whole entry, looked up, the tested form may be a part): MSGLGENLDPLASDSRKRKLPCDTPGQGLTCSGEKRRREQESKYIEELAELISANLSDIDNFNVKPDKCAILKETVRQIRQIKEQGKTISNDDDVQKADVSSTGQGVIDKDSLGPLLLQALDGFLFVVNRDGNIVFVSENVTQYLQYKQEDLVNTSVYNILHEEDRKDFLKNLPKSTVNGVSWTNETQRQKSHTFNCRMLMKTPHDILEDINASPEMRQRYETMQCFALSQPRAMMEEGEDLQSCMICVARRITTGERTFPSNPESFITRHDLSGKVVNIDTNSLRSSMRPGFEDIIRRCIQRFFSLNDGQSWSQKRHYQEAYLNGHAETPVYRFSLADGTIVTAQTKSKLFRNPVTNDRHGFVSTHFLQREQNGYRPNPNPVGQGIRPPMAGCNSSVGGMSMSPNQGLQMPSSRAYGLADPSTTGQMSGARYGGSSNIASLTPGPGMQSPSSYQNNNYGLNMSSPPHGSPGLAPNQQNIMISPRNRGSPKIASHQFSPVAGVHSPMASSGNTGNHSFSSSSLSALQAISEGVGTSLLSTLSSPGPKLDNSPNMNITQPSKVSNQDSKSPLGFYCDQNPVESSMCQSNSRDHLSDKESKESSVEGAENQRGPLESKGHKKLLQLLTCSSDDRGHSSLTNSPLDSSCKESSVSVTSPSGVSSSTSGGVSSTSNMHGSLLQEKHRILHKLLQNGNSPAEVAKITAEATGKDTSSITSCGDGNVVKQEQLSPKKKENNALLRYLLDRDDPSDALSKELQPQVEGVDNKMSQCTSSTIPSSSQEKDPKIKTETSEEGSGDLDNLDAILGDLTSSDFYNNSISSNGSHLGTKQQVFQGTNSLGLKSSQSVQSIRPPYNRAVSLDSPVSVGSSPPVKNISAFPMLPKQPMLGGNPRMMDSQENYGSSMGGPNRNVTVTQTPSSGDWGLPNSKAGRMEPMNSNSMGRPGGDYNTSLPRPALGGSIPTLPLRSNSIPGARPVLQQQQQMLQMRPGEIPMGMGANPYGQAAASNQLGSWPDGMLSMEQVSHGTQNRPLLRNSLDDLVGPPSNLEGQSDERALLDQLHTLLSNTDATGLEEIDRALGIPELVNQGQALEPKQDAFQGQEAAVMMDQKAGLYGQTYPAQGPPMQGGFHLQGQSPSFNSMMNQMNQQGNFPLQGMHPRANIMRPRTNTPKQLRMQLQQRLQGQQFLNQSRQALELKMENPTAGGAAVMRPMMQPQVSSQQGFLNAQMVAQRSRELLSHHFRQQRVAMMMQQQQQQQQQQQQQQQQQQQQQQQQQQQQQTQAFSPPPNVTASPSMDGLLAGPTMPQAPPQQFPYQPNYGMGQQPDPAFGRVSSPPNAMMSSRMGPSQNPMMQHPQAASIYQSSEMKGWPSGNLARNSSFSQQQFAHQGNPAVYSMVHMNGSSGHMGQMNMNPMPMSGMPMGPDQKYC
# KKLEB tox = cytotoxicity in KKLEB CF airway cells, primary screen, cytotoxicity control for CF NF-kB inhibitor project, cell-based, uHTS, fluorescence assay plates | KKLEB CF airway cells viability, ATPlite luminescence, overnight; active compounds read low; cells stimulated with P. aeruginosa culture filtrate | activity change (cytotoxicity), % at 5 µM | 360,000 tested, 0.36% active | AID 602141, 2011;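 active means corrected activity change at or below -50% at 5 µM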
# TROY signal inh = inhibitors of TROY-driven NF-kB signaling, primary screen, Q293 LMP1-TROYcd cells, NF-kB luciferase, uHTS; Q293 LMP1-TROYcd NF-kB luciferase reporter, 4 h; inhibition, % at 10 µM; 360,000 tested, 0.98% active; AID 1347056, 2019;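 active means compounds whose plate-normalised and pattern-corrected inhibition of the luciferase reporter signal at the single screening dose is 50% or more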
# Shn3 inh set2 = reduction of Shn3 3'UTR firefly luciferase signal, primary screen, Schnurri-3 inhibitor project, cell-based, Clone20 osteoblasts, set 2. 360,000 tested, 0.52% active. Clone20 osteoblast Shn3 3'UTR firefly luciferase, 24 h. inhibition, % at 12.5 µM;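 active means mean inhibition of at least 75% with every replicate also reaching 75%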;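 further: 0% = median of neutral control wells and 100% = pilot-screen positive control compound; some compounds past the cut are filed as inactive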
# TWEAK-Fn14 inh = inhibitors of TWEAK-Fn14 signaling, primary screen, luciferase reporter cells, uHTS. TWEAK-stimulated Fn14 reporter cells, luciferase luminescence, 8 h. inhibition, % at 10 µM. 360,000 tested, 2% active. AID 1159606, 2016; in the data active means inhibition above about 50%
# TRAIL sens C8 = viability loss with TRAIL in NB7+C8 cells, primary screen, TRAIL sensitizer project, cell-based, ATPlite luminescence | inhibition (viability loss, TRAIL sensitization), % at 10 µM | 360,000 tested, 1% active;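 active means compounds causing at least 50% loss of cell viability in the single-dose screen, relative to plate controls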
# LRH-1 inv ag = LRH-1 (NR5A2) inverse agonists, primary screen, cell-based, luminescence, HEK293T, StAR-luciferase reporter. Nuclear receptor subfamily 5 group A member 2 (Homo sapiens), O00482. LRH-1 transfected, 24 h. inhibition, % at 3.6 µM. 360,000 tested, 0.13% active. AID 602396, 2012;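 active means inhibition above the mean inhibition of all tested compounds plus 3 SD, cut at about 73% in these data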;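 further: 0% = DMSO wells and 100% = reporter-only cells lacking LRH-1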
# CF NFkB inh = inhibitors of PAF-induced NF-kB signaling, primary screen, cell-based, GFP fluorescence, uHTS. 360,000 tested, 0.86% active. inhibition, % at 5 µM. KKLEB NF-kB-GFP reporter, GFP fluorescence overnight;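 active means at least 50% inhibition at 5 µM, scaled per plate between neutral and stimulator controls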;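 further: PAF is a Pseudomonas aeruginosa culture filtrate used as stimulus; plate controls were PAF-stimulated DMSO wells for no effect and unstimulated DMSO wells for full effect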
# COUP-TFII inh = NR2F2 transcriptional activity inhibitors, primary screen, cell-based, luciferase reporter, HEK293T, luminescence | COUP transcription factor 2 (Homo sapiens), P24468 | HEK293T NGFI-A luciferase reporter | inhibition, % at 8.6 µM | 370,000 tested, 0.7% active;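 active means inhibition above a per-plate cutoff, mean inhibition of test wells between control levels plus 3 SD, cut at about 38% in these data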;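 further: cells cotransfected with COUP-TFII expression vector driving the NGFI-A reporter; 0% = median of COUP-TF2 test wells and 100% = reporter-only cells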
# LMP1 NFkB inh = EBV LMP1-driven NF-kappaB luciferase reporter inhibitors, primary screen, cell-based, luminescence, single point. AID 504558, 2011. 350,000 tested, 0.69% active. inhibition, % at 12.5 µM. LMP1-induced NF-kappaB luciferase reporter cells; in the data active means inhibition above about 41%;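 further: 0% = neutral control wells and 100% = reference inhibitor control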
# * marks the source's active call; other numbers are inactive results; nt = no result given. This is a subset (hit frequency here may not be typical).
SMILES,SRC1 inh,SRC3 inh,KKLEB tox,TROY signal inh,Shn3 inh set2,TWEAK-Fn14 inh,TRAIL sens C8,LRH-1 inv ag,CF NFkB inh,COUP-TFII inh,LMP1 NFkB inh
COCCOC(=O)C(C#N)c1nc2ccccc2nc1N1CCN(Cc2ccccc2)CC1 (stereo not given),-3.8,1.7,5.4,5.2,5.2,-2.2,15.2,15.2,-2.7,nt,9.6
C=CCn1c(SCC(=O)NCCOC)nc2scc(-c3ccco3)c2c1=O,-23.3,1.4,-12.0,-5.9,5.1,0.9,-3.2,-11.2,14.3,7.8,0.1
COc1ccc(S(=O)(=O)N2CCCCC2)cc1NC(=O)c1ccc([N+](=O)[O-])o1,-10.7,-6.6,-0.6,-9.9,33.6,27.6,33.8,58.1,74.8*,-7.5,-10.3
C#CCN(C(=O)c1cc(COc2cccc(C(F)(F)F)c2)on1)C1CCCCC1,2.8,-8.4,-4.6,16.2,-5.2,18.3,4.0,-16.5,15.8,5.1,6.1
O=C(/C=C/[C@H]1O[C@@H](n2ccc(=O)[nH]c2=O)[C@H](O)[C@@H]1O)NCCc1cccs1,10.2,-10.7,25.7,-14.1,-13.1,-6.5,-3.4,-6.8,-19.4,11.2,nt
CC1(C)CC(=O)C2=C(C1)NC(=O)CC2c1cc(F)ccc1F (stereo not given),-8.5,-9.1,3.2,-2.9,-2.4,10.4,-1.1,-2.1,-11.7,-7.5,-3.2
Cc1n[nH]c(=O)c2c(NC(=O)CSc3ccc(Br)cc3)oc(C)c12,-30.8,-29.0,5.4,-17.3,-19.2,-5.5,-1.1,3.8,5.3,3.9,-7.1
COc1ccc(-c2cc3ccccc3oc2=O)cc1NC(=S)NC(=O)c1ccc2c(c1)OCCO2,-32.9,-35.3,-31.3,-37.4,57.5,-73.6,36.1,-33.8,19.9,-8.9,-53.1
Cc1c(NC(=O)CN2CCC(C(N)=O)CC2)cccc1[N+](=O)[O-],-2.8,6.8,-3.1,-12.8,4.4,12.1,-1.7,2.9,11.0,-18.7,2.4
Cc1cccc(CN2CCN(CC(=O)NCc3ccc(F)cc3)C2=O)c1,-10.6,-24.5,0.0,0.8,12.0,16.9,6.4,-5.3,-9.4,2.7,0.2
Cc1ccc(NC(=O)Nc2ccno2)cc1,-10.1,-32.1,7.9,-53.4,-8.0,2.3,-5.0,-8.6,11.3,-21.0,nt
CCOC(=O)Cn1c(=O)oc2cc(S(=O)(=O)Nc3ccc(N(CC)CC)cc3C)ccc21,6.3,-0.5,-4.7,-3.4,-9.5,18.8,-9.7,16.3,17.9,12.1,1.6
CC(CNc1nc2ccc(Cl)cc2n2cnnc12)c1ccccc1 (stereo not given),10.3,-15.1,5.0,-2.9,21.2,11.0,2.8,-10.0,4.0,3.8,2.5
CCOc1ccc(C(=O)N2CCCC(c3nc(-c4ccc(C)o4)no3)C2)cc1 (stereo not given),-11.0,-18.0,-14.8,10.0,14.7,-0.3,9.9,4.0,-11.7,-2.7,-3.2
COC(=O)[C@@]1(Cc2ccc(F)cc2)[C@H]2c3cc(C(=O)N4CCCC4)n(CCCNc4ncc(C(F)(F)F)cc4Cl)c3C[C@H]2CN1C(=O)c1ccccc1,4.9,24.9,-4.9,8.1,-102.8,19.4,29.4,-5.5,35.9,nt,45.4*
O=C(Nc1nnc(COc2ccc(F)cc2)s1)c1ccco1,-39.4,11.5,-5.7,1.3,nt,-8.8,-8.5,-1.1,10.7,1.1,nt
COc1ccccc1CN1CC(C(=O)N(C)Cc2ccncc2C)CCC1=O (stereo not given),-2.5,13.8,-4.3,-27.5,8.5,-7.1,-13.2,-7.0,17.1,-9.3,-0.8
CCCCN1C(=S)NC[C@@H]1C(C)CC (stereo not given in full),-8.6,-3.2,2.3,-3.8,10.1,7.5,-23.2,15.1,-5.7,5.3,0.9
C=CCc1cccc2cc(C(=O)OCC)c(=O)oc12,0.3,14.7,-17.1,-5.8,-15.6,-9.3,-4.6,-18.2,2.5,1.3,5.7
CCOC(=O)c1cnc2c(cnn2C)c1Cl,-6.9,5.5,-6.4,0.2,77.6,-25.6,20.8,5.9,19.9,-6.5,-2.7
Cc1ccc(C(=O)N2CCCC(c3nc4c(nnn4Cc4ccccc4)c(=O)[nH]3)C2)cc1 (stereo not given),11.1,12.3,-6.9,13.7,11.8,3.3,4.1,-3.1,13.9,-5.5,3.1
COC(=O)c1ccc(CN2[C@H](C(=O)OC)C[C@@]3(O)[C@@H](O)[C@@H](O)[C@@H](O)C[C@@H]23)cc1,-15.2,-8.0,5.1,5.6,18.2,11.9,-19.3,12.4,-15.0,7.5,-7.9
CC(=O)c1ccc(N2CCN(C(=O)C3CCCN(S(=O)(=O)c4c(C)[nH]c(=O)[nH]c4=O)C3)CC2)cc1 (stereo not given),-22.1,28.0,-8.9,-21.0,-8.4,0.0,1.3,-5.5,-0.7,-14.9,-6.3
CCOc1ccccc1N(CC(=O)Nc1cc(OC)ccc1OC)S(C)(=O)=O,3.0,19.2,7.0,-5.8,-11.5,2.8,-10.4,11.2,2.7,-1.0,1.7
N=c1n(CCN2CCOCC2)c2ccccc2n1CC(O)COc1ccccc1 (stereo not given),12.6,9.4,4.9,-20.7,8.1,6.4,-6.9,11.2,3.9,-25.8,0.4
COc1ccc(S(=O)(=O)N2CCN(c3ccc(F)cc3)CC2)cc1OC,2.1,17.7,-4.2,4.6,-4.7,-2.1,-6.1,7.9,4.7,9.0,-17.0
Cc1csc(NC(=O)CCNC(=O)c2ccc([N+](=O)[O-])cc2)n1,-3.8,-5.8,5.9,-6.6,10.2,-8.5,-2.2,-17.4,2.0,-5.0,-8.7
COc1cccc(NC(=S)NNC(=O)Cn2nc(C(F)F)cc2C(F)F)c1,-7.0,8.0,-4.6,-45.1,2.9,-25.5,-8.7,-4.2,8.8,1.2,2.8
COc1cc(C)c(S(=O)(=O)n2nnc3ccccc32)cc1C,9.3,15.0,3.0,11.5,5.1,-7.6,-6.8,20.4,-2.8,5.6,-3.1
NC(=O)c1ncn([C@@H]2O[C@H](CNCc3cccn3-c3ccncc3)[C@@H](O)[C@H]2O)n1,7.5,-7.9,0.6,-7.0,-9.1,6.7,5.5,25.6,9.2,-9.2,4.2
Cc1cc(F)ccc1-c1cc(C(=O)NCc2ccccc2)[nH]n1,5.4,-6.1,-7.0,-30.8,-11.6,-33.8,-9.5,-7.9,12.1,-4.9,nt
Cc1cc(C)nc(SCC(=O)Nc2sc3c(c2C#N)CCC(C)C3)n1 (stereo not given),-3.3,8.9,-7.6,-10.2,61.5,-3.4,6.1,20.4,4.0,3.5,6.0
O=C(NCC1CCN(Cc2ccc(Cl)cc2)CC1)C1CCCN(c2ncnc3c2nc2n3CCCCC2)C1 (stereo not given),3.0,27.4,-2.2,25.4,25.5,22.2,39.4,24.3,8.6,58.4*,20.6
CC(Sc1nc(-c2ccccc2)cc(C(F)(F)F)n1)C(=O)Nc1ccc2c(c1)OCO2 (stereo not given),2.0,1.1,-36.2,-21.9,-13.5,-1.2,15.9,-18.2,44.5,-4.0,0.0
CCOC(=O)c1sc(Nc2nc3c(OC)cccc3s2)cc1C,-65.7,-10.5,-5.2,-18.2,-25.1,44.3,8.4,-33.6,-12.6,8.1,-19.2
O=C(CCS(=O)(=O)c1ccc2c(c1)NC(=O)CS2)NCCc1ccccc1,8.3,-2.6,6.5,-9.9,-26.3,-4.4,-46.4,9.9,-8.8,12.4,-4.4
Cc1c(C(=O)N2CCC(C)CC2)oc2ccc(S(=O)(=O)N3CCC4(CC3)OCCO4)cc12,0.4,12.0,-9.6,1.5,23.8,-11.3,30.1,12.5,-10.2,11.6,0.5
CC(=O)c1ccc(S(=O)(=O)Nc2ccccc2C(=O)NC2CC2)cc1,-1.0,-2.1,-7.0,-6.9,-4.4,9.8,-3.5,-7.0,16.3,12.2,0.1
COc1ccc(CN(CCc2ccccc2)Cc2ccccc2)cc1OC,17.2,-7.2,4.7,-24.3,6.1,-0.2,5.7,5.3,3.9,14.6,7.4
Cc1cccc(C(=O)NNC(=O)c2cc3cc4ccccc4nc3s2)c1,-11.7,-21.8,-11.6,0.2,0.7,-10.6,21.8,3.8,19.3,-4.8,-0.8

# A section from the list above, as a working copy:
SMILES,SRC1 inh,SRC3 inh,KKLEB tox,TROY signal inh,Shn3 inh set2,TWEAK-Fn14 inh,TRAIL sens C8,LRH-1 inv ag,CF NFkB inh,COUP-TFII inh,LMP1 NFkB inh
CCOC(=O)c1sc(Nc2nc3c(OC)cccc3s2)cc1C,-65.7,-10.5,-5.2,-18.2,-25.1,44.3,8.4,-33.6,-12.6,8.1,-19.2
O=C(CCS(=O)(=O)c1ccc2c(c1)NC(=O)CS2)NCCc1ccccc1,8.3,-2.6,6.5,-9.9,-26.3,-4.4,-46.4,9.9,-8.8,12.4,-4.4

# New compounds follow
SMILES,SRC1 inh,SRC3 inh,KKLEB tox,TROY signal inh,Shn3 inh set2,TWEAK-Fn14 inh,TRAIL sens C8,LRH-1 inv ag,CF NFkB inh,COUP-TFII inh,LMP1 NFkB inh
Fc1ccccc1NC(=S)N1CCC(c2ccccc2)C1 (stereo not given),-110.3,-117.5,2.1,-60.1,-121.0,0.3,18.1,-99.8,1.2,-48.5,-29.7
COc1cc(C(=O)N/N=C(\C)Cc2ccccc2)cc(OC)c1OC,-24.8,20.0,2.5,4.4,-4.0,13.1,-3.0,26.2,-21.0,-112.3,16.6
CN(CCOc1ccc(Cl)cc1)C(=O)c1cccc(S(=O)(=O)N2CCN(c3ccc(F)cc3)CC2)c1,23.9,33.5,2.5,13.2,89.0*,63.7*,3.7,42.1,-6.4,nt,3.0
COc1cc(/C=N/NC(=O)c2ccc(CSc3nncn3C)cc2)cc(OC)c1O,-7.3,10.6,-4.6,13.5,36.2,-10.5,-9.7,25.5,7.7,-8.7,1.6
Cc1cccc(C(=O)N2CCc3c([nH]c4ccccc34)C2CC(C)C)n1 (stereo not given),-23.8,-22.4,-6.5,-13.3,-47.9,5.4,-6.7,-24.9,8.9,-12.4,-32.3
CCCc1ccc2oc(C(=O)NCCN3CCCC(O)C3)c(C)c2c1 (stereo not given),-23.6,7.3,-8.6,-34.2,-32.2,-17.6,3.9,-6.8,-6.0,9.9,-4.6
CCC1(C)Cc2c(sc(NC(=S)NC(=O)c3ccccc3)c2C#N)CO1 (stereo not given),-29.1,-27.0,-10.8,1.4,-36.2,-12.3,-12.4,-8.4,22.1,-11.2,-5.1

# From PubChem
